N370S GC mod: inhibitors or activators of N370S glucocerebrosidase for Gaucher disease | AID 2101 | P04062 | N370S GC spleen homogenate, 4MU-glucoside fluorescence | Potency, µM (highest dose often 59.4 µM), without a hit: at the highest dose activity change, negative = inhibition, actives largely listed as inhibitors | hit rate 0.092% among 330,000;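 note: 0% = full enzyme activity and -100% = no enzyme basal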
TDP1 cell noCPT: qHTS for Inhibitors of human tyrosyl-DNA phosphodiesterase 1 (TDP1): qHTS in cells in absence of CPT; Potency, µM (titrated, usually from 46.2 µM), for inactives: at the top dose activity change, negative = growth inhibition, most hits filed as inhibitors; DT40 Tdp1-/- hTDP1 cells, no CPT, ATP luminescence, 48 h; hit rate 15% among 420,000; note: nearly all actives have a fitted effect of over 55% in size
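A cellular qHTS used chicken DT40 cells lacking endogenous Tdp1 but carrying stably transfected human TDP1. Compounds were applied without camptothecin, and cell growth kinetics were judged by ATP-dependent luminescence after ≥48 hr.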
TDP1 block: inhibitors of human tyrosyl-DNA phosphodiesterase TDP1; recombinant TDP1, AlphaScreen DNA substrate cleavage; Potency, µM (series often up to 130 µM), for inactives: at the top dose activity change, negative = inhibition, hits mostly inhibitors; hit rate 0.28% among 350,000; AID 485290; note: nearly all actives have a fitted effect of over 40% in size
Target sequence (Q9NUW8 whole entry, looked up): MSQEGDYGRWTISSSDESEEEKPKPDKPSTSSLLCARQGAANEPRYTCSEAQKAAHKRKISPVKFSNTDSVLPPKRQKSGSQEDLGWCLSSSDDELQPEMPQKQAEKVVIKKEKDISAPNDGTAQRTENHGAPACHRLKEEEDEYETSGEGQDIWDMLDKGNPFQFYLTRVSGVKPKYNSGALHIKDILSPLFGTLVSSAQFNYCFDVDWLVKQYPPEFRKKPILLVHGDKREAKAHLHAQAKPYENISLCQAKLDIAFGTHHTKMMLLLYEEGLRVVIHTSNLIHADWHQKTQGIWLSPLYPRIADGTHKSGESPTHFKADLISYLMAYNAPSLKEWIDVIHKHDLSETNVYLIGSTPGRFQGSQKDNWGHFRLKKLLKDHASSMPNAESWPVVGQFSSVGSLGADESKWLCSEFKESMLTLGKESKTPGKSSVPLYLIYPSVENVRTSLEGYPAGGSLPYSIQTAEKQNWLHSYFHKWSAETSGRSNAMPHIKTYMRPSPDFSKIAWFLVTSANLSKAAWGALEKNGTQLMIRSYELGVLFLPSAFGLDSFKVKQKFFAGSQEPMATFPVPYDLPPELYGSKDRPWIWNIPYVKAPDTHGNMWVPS
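Enzyme-compound mixtures sat 15 min at room temperature, followed by a 5 min reaction with 15 nM final substrate and 10 min with AlphaScreen beads. Recombinant human Tdp1 was used at 1 nM final.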
Starred values were filed as active, the others as inactive; u = inconclusive; x = not tested or not shown; & = joins results of further samples; [ ] = another dose, or the depositor's remark. Calls come from the whole dose curve; as a rule, active = well fitted curve in the direction sought with a large enough effect; inconclusive = small, poorly fitted or top-dose-only effect, or another doubt; inactive = no such curve, though single readings can be large; an effect the other way counts as inactive or inconclusive. Unless noted, % is set by controls: 0 for no effect and ±100 for the full control effect; potency is the fitted concentration of half-maximal effect.

SMILES | N370S GC mod | TDP1 cell noCPT | TDP1 block
O=c1c(-c2ccc(F)cc2)nc2cnc(N3CCNCC3)nc2n1Cc1ccc(F)cc1 | -23.1% | u | x
Cn1c(=O)c(-c2cc(=O)[nH][nH]2)c(O)c2ccccc21 | -8.3% | -20.3% | -9.2%
COc1ccc(CCNS(=O)(=O)c2cccc(F)c2)cc1OC | 1.1% | -3.9% | 2.2%
COC(=O)Oc1nsnc1N1CCOCC1 | 3.4% | u | 0.0%
CCc1cccc(OCCCCNCCOC)c1 | 2.5% | -27.9% | -2.1%
Cc1ccc(NC(=O)C2=CC(c3ccc(C)cc3)=NS(=O)(=O)N2C)cc1 | -7.9% | u | x
NNC(=O)c1nc[nH]c1C(=O)Nc1ccccn1 | -2.1% | -33.5% | 8.6%
COc1cccc(CC(=O)Nc2ccc3nc(Nc4cccc(C(F)(F)F)c4)cc(C)c3c2)c1 | x | 18.4µM* | 3.7%
COc1cccc(CNC(=O)c2ccc3c(c2)nc2n3CCOC2)c1OC | x | -9.7% | 2.7%
Cn1c(=O)c2c(ncn2CC(=O)Nc2nc3ccc(F)cc3s2)n(C)c1=O | 2.4% | -10.5% | 4.0%
S=c1[nH]nc(-c2cc(-c3ccccc3)n[nH]2)n1/N=C/c1c2ccccc2cc2ccccc12 | 7.2% | u | x
CC1(C)Cc2nc3sc4c(SCC(=O)NC(c5ccccc5)c5ccccc5)ncnc4c3cc2CO1 | 2.0% | 8.2µM* | -3.9%
O=C(CN1C(=O)COc2ccccc21)N(Cc1ccc2c(c1)OCO2)CC1CCCO1 (stereo not given) | 3.0% | -14.2% | 1.0%
CC(=O)c1cccc(S(=O)(=O)Nc2cccc(S(=O)(=O)NC3=NCCC3)c2)c1 | -4.4% | -1.5% | 3.0%
COC(=O)c1ccc(C(NC(=O)OCc2ccccc2)/C(=C/[C@@H](C)C(=O)NCc2nc3ccccc3s2)c2cccnc2)cc1 (stereo not given in full) | 3.9% | x | 11.1%
O=C(Nc1ccc(C2CC2(Cl)Cl)cc1)c1cccc([N+](=O)[O-])c1 (stereo not given) | u | 18.4µM* | 9.1%
COc1cccc(CNC(=O)Cc2c(C(=O)O)c(C)cn2C)c1 | x | 9.4% | 7.4%
Cc1ccc(C)c(NC(=O)CSc2nnc([C@@H](N)Cc3ccccc3)o2)c1 | -15.0% | -7.2% | 5.8%
Cc1ccc(C2c3c(oc4ccccc4c3=O)C(=O)N2c2ccc(C)cn2)cc1 (stereo not given) | x | -9.9% | 3.2%
COC(=O)c1ccc2[nH]c(C)c(CN3CCCC3)c(=O)c2c1 | 11.9% | 3.4% | -5.1%
COc1ccc2nc(NC(=O)CSc3nnc(C)s3)sc2c1 | 3.4% | -8.4% | 2.0%
COc1ccccc1N1CCN(C(=S)Nc2ccc(F)cc2)CC1 | -7.3% | -1.7% | x
Cc1cc(S(=O)(=O)Nc2cc3c(cc2C)n(C)c(=O)c(=O)n3C)ccc1F | x | -29.4% | 5.8%
O=C(C1CC=CCC1)N1CCN(C(=O)C2CC=CCC2)CC1 (stereo not given) | 11.0% | -28.7% | 0.1%[56.1 µM]
Fc1ccc(-c2cnn3c(-c4ccncc4)ccnc23)cc1 | -3.9% | u | 6.3%
O=S(=O)(c1ccc(-n2cnnn2)cc1)N1CCN(c2ccccc2F)CC1 | -6.7% | u | 0.0%&7.0%
Cc1ccc(NC(=S)N2CCC(NC(=O)c3ccccc3)CC2)cc1 | -8.2% | -13.5% | -3.5%
CCc1ccc(CNCc2cccs2)cc1 | -25.6% | 3.9% | -2.5%
CCOc1ccccc1N1CCN(C(=S)NC(=O)C23CC4CC(CC(C4)C2)C3)CC1 | 5.6% | 16.4µM* | 5.5%
Cc1nc(NC(=O)c2cc3c(C)nn(-c4ccccc4)c3s2)sc1C(=O)Nc1ccccc1 | 12.8% | 20.6µM* | 5.9%
COc1ccc(-c2ncc3ccccn23)cc1OC | 1.2% | -24.3% | 5.1%
Cc1ccc(C)c(NC(=S)N2CCN(Cc3ccccc3)CC2)c1 | 23.3% | -28.8% | -2.7%
COc1ccc(N2CCN(C(=O)C(Cc3ccccc3)n3cccc3)CC2)cc1 (stereo not given) | 5.4% | u | 9.2%
COc1ccc(-c2nnc(SCC(=O)N3CCC(Cc4ccccc4)CC3)o2)cc1OC | -18.7% | u | 5.8%
CCOc1cccc2cc(C(=O)N3CC(C)OC(C)C3)c(=O)oc12 (stereo not given) | -9.1% | -15.6% | x
COc1cc(C=O)ccc1OCCOCCOc1c(C)cc(Cl)cc1Cl | 6.4% | u | u
O=S(=O)(c1cccs1)N1CCC(CO)(Cc2cccc(F)c2)CC1 | 13.4% | -28.4% | 2.4%
COc1ccc(OC)c2sc(N3CCN(C(=O)c4ccc([N+](=O)[O-])s4)CC3)nc12 | 0.4% | u | x
CN(C)CCCOC(=O)COc1ccc(Br)cc1 | -5.8% | -5.3% | -2.4%
CC(C)CN1C(=O)c2ccc(C(=O)Nc3nccs3)cc2C1=O | 0.4% | -19.4% | 8.8%
CCC(=O)Nc1ccc(/C(C)=N\NC(=O)c2ccc(C)s2)cc1 | 1.7% | u | 2.1%
CC(=O)Nc1ccc(/C=N/NC(=O)c2cccs2)cc1 | -1.9% | 0.2% | 0.0%
CCN1CCCc2cc(CN(CCN3CCOCC3)C(=S)Nc3cccc(Cl)c3)ccc21 | u | 13µM* | 7.9%
CCOC(=O)C1CCCN(S(=O)(=O)c2csc(C(N)=O)c2)C1 (stereo not given) | x | 14.6µM* | 0.0%
CCCN(C(=O)CSc1ccccc1C(=O)O)C1CCS(=O)(=O)C1 (stereo not given) | x | 3.5% | -0.5%
Cc1ccc(-c2nnc(Nc3ccc(C(=O)N(C)C)cc3)c3ccccc23)cc1S(=O)(=O)NCC1CCCO1 (stereo not given) | -19.6% | 23.1µM* | 0.6%
NS(=O)(=O)c1cc(Cl)c(NC(=O)COC(=O)c2ccccn2)c(Cl)c1 | x | 6.7% | -12.4%
O=[N+]([O-])c1ccc(OCCN2CCNCC2)cc1 | -5.1% | u | u
Cn1nnnc1NC(=O)c1ccccc1Cl | -0.5% | 0.4% | 5.7%
CCCCN(CCCNC(=O)C1CCN(S(=O)(=O)CC)CC1)c1ccccc1 | 26.6% | u | -0.7%[56.1 µM]
CC1(C)CC(n2c(=S)[nH]c3ccccc3c2=O)CCO1 (stereo not given) | 4.9% | u | 3.1%
COc1ccc(Cn2c(SCC(N)=O)nc3c(sc4ccccc43)c2=O)cc1 | x | u | 1.5%
COc1ccc(Oc2nc3c(c(=O)n(C)c(=O)n3C)n2Cc2ccc(Cl)cc2Cl)cc1 | x | 20.6µM* | 0.0%
COC(=O)CSc1nc(-c2ccc(C)cc2)c2c(c1C#N)CCCC2 | 5.9% | -13.7% | -5.7%
CCOC(=O)c1ccc2[nH]c(CSc3nnc(-c4cccc(F)c4)n3C)cc(=O)c2c1 | x | 1.9% | 5.4%
O=C(/C=C/c1cccc([N+](=O)[O-])c1)c1ccccc1 | 2.3% | x | 8.7%
Cc1ccccc1C(=O)Nc1nnc(SCC(=O)NCc2ccco2)s1 | -4.7% | -4.7% | 6.0%
CN(C)C(=S)Nc1ccc(S(=O)(=O)N2CCCCC2)cc1 | 2.1% | -3.8% | 3.7%
O=c1[nH]c(CN2CCN(c3ccccc3)CC2)nc2ccccc12 | -3.8% | -19.6% | 6.3%
CCCC[C@@H]1CNC(=S)N1CC1CCCCC1 | 13.7% | u | 4.7%

(more compounds)
SMILES | N370S GC mod | TDP1 cell noCPT | TDP1 block
NS(=O)(=O)c1ccccc1 | 9.4% | -7.0% | 3.1%
CSc1nc(C)c2cc(C)oc2n1 | 2.7% | -16.6% | 9.5%
CCOC(=O)CC(NC(=O)c1cccs1)c1ccc(OCC)cc1 (stereo not given) | -4.3% | -8.3% | -1.5%
OCCC1CN(Cc2cccn2-c2cccnc2)CCN1C1CCCCC1 (stereo not given) | -4.9% | -1.1% | 0.0%
O=C(Cn1cnnn1)Nc1ccccc1Cc1ccccc1 | -6.8%[2.35 µM] | -27.9% | -1.0%
COc1cc(-c2cccs2)cc(=O)c2c(C)oc(C)c12 | 11.7% | 23.1µM* | 7.1%
Cc1ccc(S(=O)(=O)Nc2ccc(C(=O)NCCCN3CCOCC3)cc2)cc1[N+](=O)[O-] | -5.1% | -9.7% | 1.0%
CCCCCCCCCC(=O)N/N=C(\C)c1cccnc1 | 7.8% | u | -2.5%
COc1ccc2c(Sc3ccccc3)c(C(=O)NCC(C)c3ccccc3)[nH]c2c1 (stereo not given) | x | u | -5.7%
C/C(=N/OCC(=O)Nc1ccccc1)c1cccs1 | 0.9% | u | 2.2%
CCCCC1=CC2=CC(=O)C(C)(OC(=O)CC)C(=O)C2=CN1CCCOC(C)C (stereo not given) | 1.9%[12.8 µM] | 5.5% | 7.4%[12.3 µM]
CCc1cccc(NC(=O)COc2ccccc2)c1 | 9.6% | -3.8% | -2.3%
COc1cccc(C(=O)CSc2nnnn2C2CCCCC2)c1 | u | -24.1% | -1.9%
Cc1ccccc1C(=O)NC1CCN(CC(=O)Nc2ccc3c(c2)OCCO3)CC1 | -0.4% | -14.9% | 0.0%
CCOC(=O)[C@H]1[C@H]2COc3ccc(Cl)cc3[C@@H]2N2C(=O)CN(Cc3ccco3)C(=O)[C@@]12C | x | u | 2.6%
c1sc2[n+](c1C13CC4CC(CC(C4)C1)C3)CCS2 | u | u | -1.3%
O=C(O)CSc1nnc(SCc2cccc3ccccc23)s1 | x | 0.6% | 2.0%
CCOC(=O)N1CCC(N2C(=O)c3ccc(C(=O)NCCOC)cc3C2=O)CC1 | -10.6% | 0.5% | x
CCn1ccnc1CN(C)Cc1nc(CCC(C)C)no1 | -3.4% | -29.7% | 7.7%
N#C/C(=N\Nc1cccc(F)c1)C(=O)C1CC1 | -1.9% | u | 2.7%
COC(=O)c1c(NC(=O)CN(c2ccccc2)S(C)(=O)=O)sc2c1CCCC2 | u | u | 5.5%
CC(=O)Nc1c(-c2ccccc2)c2cc(Br)ccc2[nH]c1=O | -0.4% | -3.7% | x
O=S(=O)(NCCc1nnc2ccc(SCc3cccnc3)nn12)c1ccccc1 | -1.1% | -9.5% | 4.6%
CCOc1ccccc1NC(=O)CCSc1nc2n[nH]c(C)c2c(=N)n1-c1ccccc1Cl | -2.4% | u | 4.5%
Cc1ccc(NC(=O)Cn2nc(C)c([N+](=O)[O-])c2C)cc1C | 6.0% | -21.4% | -8.1%
COc1ccc(-c2ccoc2)cc1[C@H]1[C@H]2C=CC[C@@H](C)[C@@H]2C(=O)N1Cc1ccccc1 | u | u | 1.2%
Cc1cccc(N=C2NN=C(c3c(C)[nH]c4ccccc34)CS2)c1 | 8.5% | u | 2.7%
CC(=NCc1ccco1)c1c(C)[nH]n(-c2nc3ccccc3s2)c1=O | -1.7% | u | 4.9%
NC1=NC(c2cc(F)cc(F)c2)n2c(nc3ccccc32)N1 (stereo not given) | x | -4.3% | -0.6%
CC(=O)c1cccc(NC(=O)CSc2nc(=O)n(Cc3cccnc3)c3c2CCC3)c1 | x | -1.9% | 2.6%
O=c1[nH]c(COc2ccc(Cl)cc2Br)nc2ccccc12 | -3.6% | u | 4.2%
O=C(COc1ccc2c(-c3ccccc3)cc(=O)oc2c1)Nc1ccc(CCO)cc1 | 0.9% | 7.31µM* | -15.9%
COc1cc2c(cc1OC)C(C)N(C(=O)CCc1c[nH]c3ccccc13)CC2 (stereo not given) | -17.0% | u | x
Cc1ccc(SCC(=O)Nc2ccc(N3CCN(C)CC3)c(F)c2)c(C)c1 | -12.5% | 16.4µM* | 5.4%
COc1cc(C2C(C#N)=C(N)OC3=C2C(=O)CC(C)(C)C3)cc([N+](=O)[O-])c1O (stereo not given) | 5.3% | 26.7% | 2.4%
C#CCOCCOCCOCCNc1nc(N2CCN(C(=O)CCCCCCCCCCNC(=O)[C@H](CCCCN)n3cc(C[C@@H](C)CC)nn3)CC2)nc(N2CCN(C(=O)CCCCCCCCCCNC(=O)[C@@H]([C@H](C)O)n3cc(C)nn3)CC2)n1 | 11.2µM* | 5.17µM* | 9.8%

An excerpt; the hit share may differ from the screen's.
